sdo1 growth: sdo1-depleted yeast growth rescue; AID 817; S. cerevisiae sdo1-depleted JHY4D growth rescue, OD600 30 h; active compounds read high; pdr5 snq2 efflux-pump mutant strain; 140,000 compounds, 0.21% hits; z-score at 10 µM;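 active = z-score above 3 at both the 24 hr and the 30 hr optical density reads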;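 note: z-score against mean and SD of all compound wells on the same plate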
INS promoter inh: TRM-6 insulin promoter activity inhibition | TRM-6 cells (human fetal islet line), insulin promoter-eGFP reporter, imaging; reporter expression induced with tamoxifen | inhibition, % at 2 µM | 130,000 compounds, 0.9% hits | AID 1273;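 active = inhibition above the mean plus 3 SD, with well images judged a real hit on visual review, cut at about 60% in these data, passing the limit was not always enough; inconclusive = inhibition over the cutoff but images rejected on review; inactive = inhibition not above the cutoff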
sdo1 growth Rescue 24 h: also measured in sdo1 growth; calls as there; z-score; S. cerevisiae sdo1-depleted JHY4D growth rescue, OD600; measured here: growth rescue at 24 h;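 0 is the plate mean of compound wells and units are plate SD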
Active calls of the source: *; i = inactive; ? = inconclusive; . = not tested or not shown. Only part of the results is shown; rates above refer to the full screens.

SMILES	sdo1 growth	sdo1 growth Rescue 24 h	INS promoter inh
NS(=O)(=O)c1ccc(CNC(=O)/C=C/c2cccc(Cl)c2)cc1	1.7	1.2	-45
CCn1c(SCC(=O)Nc2cc(NC(C)=O)ccc2OC)nnc1-c1ccccn1	0.21	-0.68	-12
Cc1ccc(C(=O)N/C(=C/c2cccs2)C(=O)N2CCCCCC2)cc1	-0.5	-0.89	-23
C=CCOc1c(CNc2ccc(S(N)(=O)=O)cc2)cccc1OC	1	1.3	-378
O=S(=O)(Cc1ccccc1)N1CCCC1	-0.43	-0.29	.
CSc1ccc(Cc2ccc(Cl)cc2Cl)nn1	-1.1	-0.34	26
COc1ccc(N2CCN(CCNC(=O)CCS(=O)(=O)c3cccc4nsnc34)CC2)cc1	0.18	-1.4	-31
CCCCc1nc(Cl)c(C#N)c2c1CCCC2	-0.08	-0.61	-22
COc1ccc(NC(=O)c2cc3c(=O)n(C)c4ccccc4c3s2)cc1OC	.	.	-20
COc1ccc2nc(Nc3nc4ccc(NC(C)=O)cc4s3)sc2c1	-0.56	0.22	.
CCC(=O)N1CCN(c2ccc(NC(=O)c3cc4ccccc4o3)cc2Cl)CC1	-1.1	-0.8	12
Cc1ccc(C(=O)CC2SC(N)=NC2=O)cc1 (configuration not stated)	0.4	-0.35	25
COc1ccc(/C=C(/C#N)C(=O)Nc2cc(C)ccc2C)cc1C(=O)O	-0.12	-0.16	-17
O=C(Nc1nn(Cc2ccc(Cl)cc2)cc1Br)c1ccc(COc2ccccc2Cl)o1	-0.49	-0.16	-13
COc1ccc(/C=N/N=C(\N)c2nonc2N)cc1	.	.	-12
CCN1C(C)=C(C)S/C1=C1\SC(=S)N(NC(C)=O)C1=O	.	.	22
COc1ccc(/C=N/Nc2nnc(Cc3ccc(OC)c(OC)c3)c(=O)[nH]2)cc1	0.47	-0.06	.
CCCCC(=O)N(c1ccc(C)c(C)c1)C1C=CS(=O)(=O)C1 (configuration not stated)	1.6	0.65	.
Cn1c(=O)[nH]c(=O)c2c1nc(N1CCCCCC1)n2CCSc1nc2ccccc2[nH]1	1.4	1.6	0
CCN(c1ccc(NC(=O)COC(=O)/C=C/c2cccs2)cc1)C(C)C	.	.	-75
CN(C)Cc1cn(CCC(=O)O)c2ccccc12	.	.	-5
O=S(=O)(NC1CCCC1)c1ccc(S(=O)(=O)N2CCc3ccccc32)cc1	-1.7	-1.5	-75
COc1ccc(Cl)cc1C(=O)Nc1ccc(N(C)C(C)=O)cc1	-0.86	-0.86	-30
CN(C)C(=S)Nc1ccc2ccccc2c1	1.8	2.2	.
Nc1nc(SCc2c(F)cccc2Cl)[nH]c(=O)c1-c1ccccc1	-0.82	-0.92	3
CC(=O)Nc1ccc(Oc2cc(C#N)c(C#N)cc2N2CCCCCC2)cc1	-0.54	-1.1	-200
O=C(C1CC1)N1CCCC(c2ccc(Cl)cc2)=N1	.	.	-64
CCOC(=O)CC1=NN(c2ccccc2)C(=O)/C1=C\c1ccc(N(C)C)cc1	-0.85	-0.07	10
Cc1ccc(Cl)cc1NC(=O)c1ccc(NC(=O)CCC(=O)O)cc1	-0.36	-0.91	-43
CCOC(=O)C1CCN(C(=O)c2cccc(NC(=O)C(CC)CC)c2)CC1	0.05	0	14
CC1CCN(Cc2nc3c(c(=O)n(C)c(=O)n3C)n2CCCc2ccccc2)CC1	0.05	-0.79	-17
CCOc1ccccc1C(=O)N1CCCCC1C (configuration not stated)	0.17	-0.41	-16
CCOC(=O)C(C(=O)OCC)C(C(=O)OCC)N1CCOCC1 (configuration not stated)	-0.54	-0.64	-50
Cc1cccc(CSc2ccc3nnc(-c4cccnc4)n3n2)c1	-0.99	-1.4	-19
Cc1ccc(-c2ccc(=O)n(CC(=O)NCCCN3CCCCC3C)n2)cc1 (configuration not stated)	-0.03	-0.44	44
CCOC(=O)C1CCCN(S(=O)(=O)c2c(C)c(C)cc(C)c2C)C1 (configuration not stated)	-0.8	-1.1	-29
COC(=O)C1CCN(C(=O)C23CCC(C)(C(=O)O2)C3(C)C)CC1 (configuration not stated)	0.58	0.88	?
COc1cc(/C=N/Nc2ncc(C(F)(F)F)cc2Cl)cc(OC)c1OC	0.56	-0.06	.
CCCNC(=O)OC[C@H]1O[C@H](CCO/N=C(\C)CCN2CCc3nc(-c4ccccc4)c(-c4ccccc4)cc3C2)C=C[C@@H]1Oc1ccc(OC)cc1	-0.5	0.31	5
Cc1n[nH]c(=O)nc1NCc1ccccc1	-0.02	0.24	-21
CCCC(=O)Nc1cc(-c2nn(C)c(=O)c3ccccc23)ccc1OC	-0.73	-0.75	36
CCC(C)(C)NC(=O)C(c1ccc(C)cc1)N(Cc1cccs1)C(=O)c1ccc2c(c1)OCCO2 (configuration not stated)	-1.4	-0.94	-33
NC(=S)Nc1ccc2cn[nH]c2c1	.	.	53
Cc1cc(O)cc(=O)n1Cc1ccco1	-0.13	0.37	6
CC(C)(C)OC(=O)NCCCCCc1nnc(SCC(N)=O)o1	0.56	0.45	16
COCC(=O)Nc1c(C(=O)Nc2cccc(OC)c2)oc2ccccc12	-0.62	0.54	9
CC(=O)c1ccc(NC(=O)c2cc3nc4c(c(C(F)(F)F)n3n2)CCCC4)cc1	-0.8	0.37	-9
Cn1cnc([N+](=O)[O-])c1SCC(O)CCl (configuration not stated)	.	.	-22
O=C(CSc1ccc(-c2cccc([N+](=O)[O-])c2)nn1)N1CCCCC1	.	.	-26
COC(=O)c1ccc(NC(=O)c2ccc(CN3CCOCC3)cc2)cc1	-1.7	-1.3	15
Cc1ccc(S(=O)(=O)N2CCC(C(=O)N3CCC[C@H]3C(=O)NC3CCS(=O)(=O)C3)CC2)cc1 (some centres not stated)	0.96	0.36	-13
CN(C)c1c([N+](=O)[O-])cc2[nH]c(=O)[nH]c2c1[N+](=O)[O-]	-0.8	-1.2	4
Cc1ccsc1/C=N/NC(=O)c1ccccn1	0.87	0.21	19
O=C(NCSC1=NCCS1)c1ccccc1	-0.29	-0.82	-19
CCCCSC1(SCCCC)N=C(N)C2(C#N)C(c3ccccc3)NC(C)=C(C)C12C#N (configuration not stated)	-0.24	-0.35	-27
Cc1nc(-n2nnc3ccccc32)c2c3c(sc2n1)CCCC3	-0.87	-0.49	13
Cc1nc(N)c(C#N)c(-c2ccccc2)c1C	0.83	1.6	0
CCOC(=O)c1csc(NC(=O)CC2CCCC2)n1	.	.	-36
CC(C)(C)SCCNC(=O)c1ccccc1	-0.19	-0.59	.
N/C(=N\OC(=O)c1cc(-c2ccccc2)nc2ccccc12)c1ccc(Cl)cc1	-2.1	-0.79	12
Carrying on.
SMILES	sdo1 growth	sdo1 growth Rescue 24 h	INS promoter inh
Cc1cc(C)cc(NC(N)=S)c1	0.88	0.12	35
O=C(c1cccc(N2C(=O)c3ccccc3C2=O)c1)N1CCCCCC1	.	.	8
CC(C(=O)Nc1ccccc1Br)c1ccc([N+](=O)[O-])cc1 (configuration not stated)	-0.14	0.12	.
CC(C)(C)C(=O)Nc1ccc(-c2cn3ccsc3n2)cc1	1.8	1.1	33
CN(CC(=O)Nc1ccccn1)S(=O)(=O)c1ccc(Cl)cc1	0.16	0.17	-56
O=C(Nc1ccon1)c1cccc(S(=O)(=O)N2CCCCCC2)c1	-0.19	-0.15	-21
O=c1[nH]c(=O)n(Cc2ccco2)c2c1C(C(F)(F)F)(C(F)(F)F)N=C(C1CCCCC1)N2	0.26	0	33
COc1ccccc1CCNC(=O)c1ccc(C)o1	0.91	0.8	-12
COc1cccc(NC(=O)Nc2ccc3nsnc3c2)c1	1	-0.27	.
O=C(NCCC1=CCCCC1)C(=O)NCC(c1ccco1)N1CCN(c2ccccc2F)CC1 (configuration not stated)	-0.85	-0.5	-7
CN(/C(=N\S(=O)(=O)c1ccccc1)c1ccccc1)c1ccc(O)cc1	.	.	-129
c1ccc2c(N3CCCCCC3)nc(-c3ccncc3)nc2c1	-3.2	-1.7	-26
CN(C)S(=O)(=O)c1cccc(-c2nn(-c3ccccc3)cc2/C=C(\C#N)c2nc3ccccc3[nH]2)c1	-0.69	-0.75	-407
N#C/C=C(/c1ccc(F)cc1)N1CCOCC1	.	.	24
CCOC(=O)c1nnc(-c2ccc(C)cc2)nc1Sc1cccc(Cl)c1	-1.1	-0.96	.
CC(=O)OC[C@H]1O[C@@H](Sc2cccc3cccnc23)[C@H](OC(C)=O)[C@@H](OC(C)=O)[C@@H]1OC(C)=O	1.2	0.62	-43
COC(=O)c1ccc(NC(=O)CN2CCN(c3ccccc3)CC2)cc1	1.6	2.3	36
O=C(CSc1n[nH]c(C2CCCC2)n1)NC1CCCC1	1.3	1.4	.
C=CCNC1=C(Cl)C(=O)c2ccccc2C1=O	-0.5	-0.34	24
Cc1sc2ncnc(NCC(c3ccco3)N3CCCC3)c2c1C (configuration not stated)	-0.95	-1.2	18
O=C(NCCCN1CCN(c2cccc(Cl)c2)CC1)c1ccc(N2CCCC2=O)cc1	0.97	0.54	4
Cc1ccc(/C=N/NC(=O)CCCOc2ccc(Cl)cc2Cl)cc1	-0.45	0.13	3
COc1ccc(C)cc1N/C(N)=N/c1nc(C)cc(C)n1	.	.	33
CCOc1ccccc1C(=O)N[C@H](C(=O)OCc1cc(=O)oc2cc(C)ccc12)C(C)C	-0.58	-0.5	-6
COc1ccc(O)c(C(=O)CC(=O)c2ccccc2)c1	-2.2	-0.99	.
Cc1nc(N2CCC(C)CC2)c2nnn(Cc3ccccc3)c2n1	-0.66	-0.56	-221
CN(C)CC(=O)Nc1cc(C(F)(F)F)ccc1Cl	1.1	0.07	43
Cc1ccc(/C=C/C(=O)NC(=S)N2CCN(C)CC2)cc1	-0.26	-0.5	30
Cc1ccc(S(=O)(=O)N(CCC#N)CCN2CCCC2)cc1	1	0.69	-16
CCn1ncc(C2C(C(=O)Nc3ccc(C)cn3)=C(C)NC3=C2C(=O)CCC3)c1C (configuration not stated)	0.36	-0.18	3
O=S1(=O)CC(O)C(NCc2cccnc2)C1 (configuration not stated)	-0.21	-1.1	.
CC1Cc2ccccc2N1C(=O)CSc1nnc(C2CC2)n1C (configuration not stated)	.	.	-36
Cc1ccc(S(=O)(=O)N2CCN(c3ccc([N+](=O)[O-])c(Sc4nncn4C)c3)CC2)cc1	0.62	0.27	-82
CCSC1=N/C(=C\c2ccc(C)s2)C(=O)S1	0.18	0.27	-14
CC1CCC(NC(=O)C2CCN(S(=O)(=O)c3ccc4nc5c(c(C(=O)O)c4c3)CC(C)CC5)CC2)CC1 (configuration not stated)	.	.	16
COc1ccc(OC)c(S(=O)(=O)NC(C)(C)C)c1	-0.09	0.09	-7
Cn1cnnc1SCc1ccc(C(=O)n2ncc(C#N)c2N)cc1	-0.39	-0.85	9
O=C(CN1C(=O)S/C(=C/C=C/c2ccccc2)C1=O)Nc1ccc(C(=O)O)cc1	.	.	i
O=C(CN1CCOCC1)Nc1c(-c2ccccc2)c2cc(Br)ccc2[nH]c1=O	0.04	-0.57	-43
COc1ccc(C(=O)n2nc(C)cc2C)cc1Br	-0.39	-0.74	11
O=C(NCC(=O)N(c1ccccc1)C(C(=O)NC1CCCCC1)c1ccncc1)c1ccco1 (configuration not stated)	1.5	0.22	.
COC(=O)c1ccc2c(c1)SC1=C(CCCC1=O)N2	-0.12	-0.67	21
CC(C)C(C)NC(=O)COC(=O)/C=C/c1ccc(S(=O)(=O)N2CCc3ccccc32)cc1 (configuration not stated)	.	.	33
COc1cccc(-n2c(Cn3nc(C(F)(F)F)cc3C)n[nH]c2=S)c1	0.94	1.1	5
CNC(=O)C1(CC(C)C)C=CCN1C(C)=O (configuration not stated)	0.5	0.76	24
COc1ccc2c(c1)c1nnc(SCC(=O)N3CCCCC3C)nc1n2C (configuration not stated)	-0.57	-0.76	.
CCN(C(=O)COC(=O)/C=C/c1ccc(O)c(OC)c1)C1CCS(=O)(=O)C1 (configuration not stated)	-0.52	-0.61	10
CCOCC(=O)Nc1nc2ccc(OC)cc2s1	1	1.3	-27
COc1ccc(C(CC(=O)c2ccc(O)cc2)S(=O)(=O)c2ccc(C)cc2)cc1 (configuration not stated)	-0.06	0.57	7

High-throughput results as filed in PubChem.
